Screens: PubChem, National Center for Advancing Translational Sciences (NCATS)
G9a inh: qHTS Assay for Inhibitors of Histone Lysine Methyltransferase G9a; Histone-lysine N-methyltransferase EHMT2 (Homo sapiens), Q96KQ7; G9a H3K9 monomethylation, AlphaScreen, 2 h; Potency, µM (top dose mostly 102 µM), without a hit: at the highest dose activity, negative = inhibition, most hits filed as inhibitors; 350,000 compounds, 8.8% hits; further: potency means the concentration at half of the fitted maximal effect; on the % scale 0 is the no-effect control and ±100 the full control effect; nearly all actives have a fitted effect of over 75% in size
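AlphaScreen detection with an anti-monomethyl H3K9 antibody quantified product after a 2 h room-temperature reaction containing 500 nM biotinylated H3K9 peptide, 20 µM SAM and 20 nM enzyme, which had been preincubated 15 min with compound.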
ERG Ets-DNA blk: qHTS for Small Molecule Inhibitors of the ERG Ets/DNA interaction; AID 624246, 2012; 370,000 compounds, 0.028% hits; Transcriptional regulator ERG (Homo sapiens), P11308; fluorescence polarization, His-ERG Ets domain / labelled DNA; Potency, µM (series often up to 76.9 µM), for inactives: at the top dose FP activity, negative = inhibition, usual class: inhibitors; active means well fitted inhibition curve with a large enough effect in the polarisation, with a control signal flat; inconclusive means small, poorly fitted or top-dose-only effect, or effect the other way, or a change in a side signal; inactive means no such curve, though single readings can be large or run the other way; the % refers to the polarisation;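 further: polarization taken with two DNA probes labelled with fluorescein and Texas red; potency means the concentration at half of the fitted maximal effect; % of control where 0% means no effect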
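His-tagged ERG Ets domain (1 uM in the protein solution; 300mM KCl, 50mM Tris-HCl, 1mM EDTA, 1mM DTT, pH 7.5) received compound, then a probe mix of 5 nM fluorescein-DNA and 100nM Texas-615-DNA. Fluorescence polarization was read for both dyes.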
HP1b chromo inh: HTS for Inhibitors of HP1-beta Chromodomain Interactions with Methylated Histone Tails | Chromobox protein homolog 1 (Homo sapiens), P83916 | AlphaScreen HP1-beta / biotin-H3K9me3 peptide binding | Potency, µM (doses to about 114 µM), for inactives: at the top dose activity change, negative = inhibition, most hits filed as inhibitors | 390,000 compounds, 0.56% hits | AID 540317, 2011; further: potency means the concentration at half of the fitted maximal effect; nearly all actives have a fitted effect of over 70% in size; inactives centre near 23
Target sequence (P83916 whole entry, looked up): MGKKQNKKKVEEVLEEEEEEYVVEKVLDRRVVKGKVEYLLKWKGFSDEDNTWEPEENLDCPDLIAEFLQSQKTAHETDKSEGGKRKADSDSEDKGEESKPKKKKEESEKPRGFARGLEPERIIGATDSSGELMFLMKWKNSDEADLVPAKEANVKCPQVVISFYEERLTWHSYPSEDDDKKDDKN
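Compound inhibition of the preformed complex between 50 nM HP1-beta and 50 nM biotinylated H3K9me3 peptide was read by AlphaScreen. Buffer was PBS pH 7.4 with 0.01% Tween-20. Incubations ran 30 min at room temperature, with 10 ug/mL donor/acceptor beads.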
ALOX12 inh: Primary qHTS assay for inhibitors of human arachidonate 12S-lipoxygenase (ALOX12): Round 2; purified 12hLO, xylenol orange hydroperoxide absorbance; Potency, µM (top dose mostly 108 µM), for inactives: at the highest dose activity change, negative = inhibition, actives largely listed as inhibitors; AID 1671190, 2021; Polyunsaturated fatty acid lipoxygenase ALOX12 (Homo sapiens), P18054; 580,000 compounds, 1.1% hits; further: potency means the concentration at half of the fitted maximal effect; on the % scale 0 is the no-effect control and ±100 the full control effect
Target sequence (P18054 whole entry, looked up): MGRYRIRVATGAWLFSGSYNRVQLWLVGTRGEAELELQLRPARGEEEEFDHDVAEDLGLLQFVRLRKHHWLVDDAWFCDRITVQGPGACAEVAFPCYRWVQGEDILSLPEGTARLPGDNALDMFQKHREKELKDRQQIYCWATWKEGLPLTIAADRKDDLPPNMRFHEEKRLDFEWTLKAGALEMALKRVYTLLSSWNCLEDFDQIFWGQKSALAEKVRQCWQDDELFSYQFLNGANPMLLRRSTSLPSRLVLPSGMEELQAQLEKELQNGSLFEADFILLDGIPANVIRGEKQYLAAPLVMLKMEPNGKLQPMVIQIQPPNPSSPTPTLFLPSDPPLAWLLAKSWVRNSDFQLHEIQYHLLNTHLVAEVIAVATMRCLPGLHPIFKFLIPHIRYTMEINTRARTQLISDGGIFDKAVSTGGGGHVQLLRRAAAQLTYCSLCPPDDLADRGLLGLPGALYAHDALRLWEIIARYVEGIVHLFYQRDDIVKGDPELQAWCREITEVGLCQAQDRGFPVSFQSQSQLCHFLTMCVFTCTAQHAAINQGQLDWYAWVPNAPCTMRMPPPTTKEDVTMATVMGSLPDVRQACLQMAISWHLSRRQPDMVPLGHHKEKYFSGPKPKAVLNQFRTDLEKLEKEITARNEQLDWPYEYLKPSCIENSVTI
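Purified human 12hLO (150 nM final) in 25 mM Hepes, 0.01% Triton X-100, pH 7.0 was preincubated 15 min at room temperature with compound. Then 40 uM arachidonic acid was added, 30 min. Hydroperoxide was read by Fe-XO absorbance ratio 573/405 nm.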
BAZ2B block: qHTS Assay for Inhibitors of BAZ2B | Bromodomain adjacent to zinc finger domain protein 2B (Homo sapiens), Q9UIF8 | AlphaScreen BAZ2B-H3K14Ac peptide displacement | Potency, µM (highest dose often 114 µM), for inactives: at the highest dose activity change, negative = inhibition, actives largely listed as inhibitors | 360,000 compounds, 4.4% hits | AID 504333, 2011; further: potency means the concentration at half of the fitted maximal effect; on the % scale 0 is the no-effect control and ±100 the full control effect; nearly all actives have a fitted effect of over 60% in size
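Complex of BAZ2B and biotin-H3K14Ac (50 nM apiece) forms over 30 min at RT, then faces library compounds up to 110 uM for another 30 min; AlphaScreen beads added, 20 min dark incubation, luminescence read.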
PI4K2A block: qHTS for small molecular inhibitors of PI4K2A; Phosphatidylinositol 4-kinase type 2-alpha (Homo sapiens), Q9BTU6; purified PI4K2A, ADP-Glo luminescence, 1 h; active compounds read low; activity change, negative = inhibition, % at 76.9 µM; 420,000 compounds, 0.13% hits; in the data active means activity change below about -50%; inconclusive means mostly about -30% to -49%;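 further: -100% = wells without enzyme as full effect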
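In this quantitative HTS, ADP production by PI4K2A was quantified luminescently after 1 h at ambient temperature; 100 microM adenosine served as plate-quality control.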
JMJD2A Tudor: qHTS Assay for Inhibitors of JMJD2A-Tudor Domain | Lysine-specific demethylase 4A (Homo sapiens), O75164 | Potency, µM (series often up to 114 µM), inactives show at the top dose activity change, negative = inhibition, most hits filed as inhibitors | AID 504339, 2011 | AlphaScreen JMJD2A-Tudor / H3K4me3 peptide binding | 390,000 compounds, 4.4% hits; further: potency means the concentration at half of the fitted maximal effect; on the % scale 0 is the no-effect control and ±100 the full control effect; nearly all actives have a fitted effect of over 50% in size
GLS inhibitor: qHTS for Inhibitors of Glutaminase (GLS); 410,000 compounds, 0.21% hits; GLS enzymatic activity, qHTS titration; Glutaminase kidney isoform, mitochondrial (Homo sapiens), O94925; Potency, µM (series often up to 45.5 µM), inactives show at the top dose activity change, negative = inhibition, usual class: inhibitors; further: potency means the concentration at half of the fitted maximal effect; on the % scale 0 is the no-effect control and ±100 the full control effect
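Compounds were pin-transferred onto hKGA, after which L-glutamine (1 mM solution) and a detection mix of glutamate oxidase, HRP and Amplex Red were added. Initial and 30 min RT fluorescence reads were collected.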
RGS4 inh: Inhibitors of Regulator of G Protein Signaling (RGS) 4: qHTS; Transcreener GDP fluorescence polarization, RGS4-accelerated GTP hydrolysis; AID 504845, 2011; 390,000 compounds, 0.039% hits; Regulator of G-protein signaling 4 (Homo sapiens), P49798; Potency, µM (series often up to 114 µM), for the others: at the highest dose activity change, negative = inhibition, actives largely listed as inhibitors; further: potency means the concentration at half of the fitted maximal effect; on the % scale 0 is the no-effect control and ±100 the full control effect; nearly all actives have a fitted effect of over 75% in size; some results filed as inactive show a strong effect at the top dose
Target sequence (P49798 whole entry, looked up): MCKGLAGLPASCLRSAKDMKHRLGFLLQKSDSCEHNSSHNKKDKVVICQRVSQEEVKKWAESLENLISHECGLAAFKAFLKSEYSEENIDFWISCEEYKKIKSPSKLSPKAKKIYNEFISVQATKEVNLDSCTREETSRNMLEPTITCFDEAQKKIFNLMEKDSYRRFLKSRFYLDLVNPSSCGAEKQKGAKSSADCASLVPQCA
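MLSMR compounds (23 nl, pin-transferred) preincubated 10 min at room temperature with a 500nM (2x) first reagent, then RGS4 at 900nM (2x) plus Transcreener GDP mix added; fluorescence polarization (620/688 nm) read before and after 90 min at 30 °C.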
* = called active by the depositor; ? = inconclusive; nt = no result given; & = joins results of further samples; [ ] = another dose, or the depositor's remark. Unless noted, the call rests on the fitted dose curve; in most records, active means well fitted curve in the direction sought with a large enough effect; inconclusive means small, poorly fitted or top-dose-only effect, or another doubt; inactive means no such curve, though single readings can be large; an effect the other way counts as inactive or inconclusive. A portion of the library, so the mix of outcomes need not match the whole.

(1) COc1cc(Cl)c(C)cc1NC(=O)CC1CCCC1
(2) Cc1cccc(N2CCN(C(=S)NC3CCCCC3)CC2)c1C
(3) COc1cc(OC)cc(C(=O)OCC(=O)c2ccc(S(=O)(=O)N3CCCCC3)cc2)c1
(4) COc1ccc(C(=O)Nc2ccccc2C(=O)NC(Cc2ccc(O)cc2)C(=O)NNC(=O)c2ccc(C)cc2)cc1 (stereo unspecified)
(5) Clc1ccc(OCCN2CCCCC2)c(Cl)c1
(6) O=C(CN1C(=O)C2CC=C(Cl)CC2C1=O)NCc1ccccc1 (stereo unspecified)
(7) CC(C)C1Cc2c(sc(NC(=S)NC(=O)c3ccccc3)c2C#N)CO1 (stereo unspecified)
(8) O=C(NCCCN1CCOCC1)C(=O)NCc1ccc(Cl)cc1
assay / entry,1,2,3,4,5,6,7,8
G9a inh,70%[activator],nt,9%[12.7 µM],14%[59 µM],11µM*,?,-25%[59 µM],-13%
ERG Ets-DNA blk,16%,6%,11%[15.4 µM],4%,nt,-10%,15%,-12%
HP1b chromo inh,63%[activator],38%[activator],23%,16%,45µM*,11%,52%[activator],23%
ALOX12 inh,-1%,20%,425%[activator],-16%,?,?,-7%,0%
BAZ2B block,55%[activator],-18%,4%,-10%,50µM*,1%,11%,-19%
PI4K2A block,0,0,-10,1,2,-9,-2,4
JMJD2A Tudor,44%[activator],-5%,-5%,-16%,5.6µM*,-4%,-18%,-8%
GLS inhibitor,2%,-1%,2%,4%,10%,-2%,-1%,6%
RGS4 inh,4%,31%,-33%,-44%,1%,-1%,-37%,-10%

(9) Cc1ccc(S(=O)(=O)N2CCN(C(=O)c3cc4c(s3)CCCC4)CC2)cc1
(10) COCCN(C(=O)COC(=O)C1=COCCO1)c1c(N)n(Cc2ccccc2)c(=O)[nH]c1=O
(11) Cc1ccccc1NC(=O)CSc1ccc(-c2cccs2)nn1
(12) COc1ccc(CCNC(=O)CCn2c(=O)oc3ccccc32)cc1
(13) CC1CCCCC12NC(=O)N(CC(=O)Nc1nccs1)C2=O (stereo unspecified)
(14) O=S(=O)(NCCSc1ccccc1)c1cccs1
(15) Cc1ccc(-n2nnnc2CNC(=O)c2ccc(Br)o2)cc1C
(16) Cc1ccc(C(=O)c2cc([N+](=O)[O-])ccc2N2CCCCC2)cc1
assay / entry,9,10,11,12,13,14,15,16
G9a inh,16%[12.7 µM],35%,5%[59 µM],-33%,nt,5%[12.7 µM],0%,24%[59 µM]
ERG Ets-DNA blk,-2%,-1%,-6%,1%,2%,-5%,-5%,11%
HP1b chromo inh,51%[activator],17%,46%[activator],31%,-7%,29%,47%[activator],12%
ALOX12 inh,-11%,-11%,-19%,23%,?,-17%,-10%,-22%
BAZ2B block,10%,-8%,-21%,10%,nt,14%,0%,-11%
PI4K2A block,3,-5,-5,-3,11,1,4,-4
JMJD2A Tudor,-5%,-12%,-14%,-1%,-12%,-9%,2%,?
GLS inhibitor,0%,8%,9%,-1%,-17%,3%,-8%,4%
RGS4 inh,-17%,23%,-6%,17%,-15%,7%,-27%,18%

(17) CN(NC1OC(=O)c2ccccc21)c1c([N+](=O)[O-])cc(C(F)(F)F)cc1[N+](=O)[O-] (stereo unspecified)
(18) O=C(Nc1nonc1-c1ccc(Br)cc1)c1ccco1
(19) C#CC[N+](C)(C)CCCCCCCCCCCC
(20) OCCOCCn1c(CCNc2nc(-c3ccc(Cl)cc3)cs2)nc2cc(Cl)c(Cl)cc21
(21) O=C(Nc1cccc(F)c1)Nc1c[nH]c(=O)[nH]c1=O
(22) CC(NC(=O)CNC(=O)[C@@H]1Cc2ccccc2CN1)c1ccccc1 (stereo partly specified)
(23) COc1ccc(C(=O)c2c[nH]c3ccccc23)cc1
(24) Cc1ccn(CCNC(=O)C2CCC(=O)N(CCc3ccc(Cl)cc3)C2)n1 (stereo unspecified)
assay / entry,17,18,19,20,21,22,23,24
G9a inh,nt,-26%[59 µM],8%[59 µM],nt,88%[activator],-5%,1%[59 µM],14%
ERG Ets-DNA blk,1%,2%,0%,16%,-12%,4%,2%,1%
HP1b chromo inh,-7%,14%,27%,22%,51%[activator],34%,18%,41%
ALOX12 inh,26%,?,-2%&-13%,0%,-5%,-3%,17%,-1%
BAZ2B block,?,-1%,-3%,nt,-7%,-4%[57.1 µM],0%,2%
PI4K2A block,0,-4,-10,-2,2,0,5,-1
JMJD2A Tudor,-25%,-9%,-11%,-29%,-9%,-12%,-1%,-2%
GLS inhibitor,4%,1%,7%,4%,92%[activator],-7%,-9%,1%
RGS4 inh,15%,-5%,4%,-21%,12%,55%[activator],-25%,8%

Compound profiles, as listed above. Order of screens: G9a inh	ERG Ets-DNA blk	HP1b chromo inh	ALOX12 inh	BAZ2B block	PI4K2A block	JMJD2A Tudor	GLS inhibitor	RGS4 inh
Shown for C#CC[N+](C)(C)CCCCCCCCCCCC : 8%[59 µM]	0%	27%	-2%&-13%	-3%	-10	-11%	7%	4%
Shown for COc1ccc(C(=O)c2c[nH]c3ccccc23)cc1 : 1%[59 µM]	2%	18%	17%	0%	5	-1%	-9%	-25%

The listing continues:
(25) Cc1cccc(N2CCN(S(=O)(=O)c3ccc4c(c3)C(C)(C)C(=O)N4C)CC2C)c1 (stereo unspecified)
(26) O=C(Nc1nc(-c2ccc(S(=O)(=O)N3CCCC3)cc2)cs1)c1ccco1
(27) O=C(OCC(=O)N1CCN(c2ccccc2)CC1)c1ccc([N+](=O)[O-])s1
(28) O=C(Cc1cccs1)Nc1nc(-c2ccc(F)cc2F)cs1
(29) c1ccc(-c2ccc(OCCN3CCOCC3)cc2)cc1
(30) CCc1cc(=O)oc2cc(OCC(=O)N3CCC(C(=O)O)CC3)ccc12
(31) COc1ccc(C(=O)NNC(=S)NC(=O)c2cccc([N+](=O)[O-])c2)cc1
(32) CN1C(=O)NC(c2ccc(O)cc2)C(C(=O)c2cccs2)C1(O)C(F)(F)F (stereo unspecified)
assay / entry,25,26,27,28,29,30,31,32
G9a inh,-12%,10%[59 µM],nt,-15%,?,?,nt,42%[12.7 µM]
ERG Ets-DNA blk,-4%,1%,7%,1%,8%,-11%,-19%,-4%
HP1b chromo inh,27%,43%[activator],9%,36%,41%[activator],33%,6%,28%
ALOX12 inh,0%,-11%,193%[activator],-10%,50%[activator],48%,?,-19%
BAZ2B block,?,-6%,nt,23%,-25%,10%,nt,-8%
PI4K2A block,-14,-6,-3,-3,-6,4,-12,7
JMJD2A Tudor,-35%,-5%,-24%,4%,-17%,2%,-17%,-4%
GLS inhibitor,5%,-11%,23%,2%,-5%,0%,26%,1%
RGS4 inh,18%[11.4 µM],-18%,-16%,-2%,-21%,2%,-46%,16%

Of the compounds above, these have bromine:
(15) Cc1ccc(-n2nnnc2CNC(=O)c2ccc(Br)o2)cc1C
(18) O=C(Nc1nonc1-c1ccc(Br)cc1)c1ccco1
assay / entry,15,18
G9a inh,0%,-26%[59 µM]
ERG Ets-DNA blk,-5%,2%
HP1b chromo inh,47%[activator],14%
ALOX12 inh,-10%,?
BAZ2B block,0%,-1%
PI4K2A block,4,-4
JMJD2A Tudor,2%,-9%
GLS inhibitor,-8%,1%
RGS4 inh,-27%,-5%

(continued)
(33) CC(C)CN(C(=O)CN1C(=O)NC(c2ccccc2)(c2ccccc2)C1=O)C1CCS(=O)(=O)C1 (stereo unspecified)
(34) COC(CNC(=O)c1ccc(-n2c(=S)[nH]c3ccccc3c2=O)cc1)OC
(35) CN(C)CCCNC(=O)c1ccc2[nH]c3ccccc3c2c1
(36) CCOC(=O)c1ccc(NS(=O)(=O)c2c(C)n[nH]c2C)cc1
(37) O=C(CNC(=S)N(Cc1ccccc1)Cc1cccnc1)NCCN1CCOCC1
(38) O=C(COC(=O)c1cccc(N2C(=O)c3ccccc3C2=O)c1)Nc1ccccc1
assay / entry,33,34,35,36,37,38
G9a inh,16%[12.7 µM],?,38%[0.501 µM],1%[12.7 µM],-7%,6%[59 µM]
ERG Ets-DNA blk,-1%,-3%,-1%,-1%,-1%,-18%
HP1b chromo inh,5%,23%,0%,35%[activator],24%,37%
ALOX12 inh,300%[activator],0%,-24%,-13%,-9%,22%
BAZ2B block,4%,?,-7%,3%,-5%,-1%
PI4K2A block,-5,-5,4,-3,1,-1
JMJD2A Tudor,-11%,-20%,-21%,4%,3%,4%
GLS inhibitor,19%,-13%,-6%,0%,0%,-19%
RGS4 inh,25%,-24%,16%,-6%,-7%,-8%
